PERK inh – inhibitors of human PERK kinase; Q9NZJ5; CHO PERK-DD fusion, SEAP luminescence translation reporter; inhibition, % at 5.6 µM; 0.17% of 220,000 active; AID 1416;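 active = inhibition above the mean inhibition of all tested compounds plus 3 SD, set separately per screening campaign, cut at about 2.9% in these data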;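 note: PERK kinase domain activated by AP20187 dimerizer at 100 nM; 0% = DMSO with dimerizer and 100% = rapamycin at 8.4 µM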
TRPML3 ag – agonists of human TRPML3 channel; Q8TDD5; HEK293 TRPML3-YFP, Fluo-8 calcium fluorescence; 100% = the carbachol control signal; activation, % at 3 µM; 0.29% of 220,000 active; AID 1448;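 active = activation above its plate's cutoff, the mean activation of the plate's test wells plus 3 SD, cut at about 12% in these data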;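 note: 0% = DMSO only wells and 100% = carbachol wells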
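Test system – HEK293 line with stable expression of human TRPML3-YFP channel · Control set – carbachol 87 µM final as high control (100%), DMSO as low control (0%) · Signal – Fluo-8 calcium dye fluorescence, ex 470-495, em 515-575 nm · Incubation – 1-h 37 °C dye load, 5-s basal, 120-s post-compound reads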
S1P4 antagonist – human S1P4 receptor antagonism; inhibition, % at 4.98 µM; AID 1510; 0.26% of 220,000 active; S1P4-expressing cells, antagonist mode, reporter read-out; in the data active = inhibition above about 29%;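 note: 0% = wells stimulated with agonist and 100% = vehicle wells without agonist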
Target sequence (O95977 whole entry, looked up): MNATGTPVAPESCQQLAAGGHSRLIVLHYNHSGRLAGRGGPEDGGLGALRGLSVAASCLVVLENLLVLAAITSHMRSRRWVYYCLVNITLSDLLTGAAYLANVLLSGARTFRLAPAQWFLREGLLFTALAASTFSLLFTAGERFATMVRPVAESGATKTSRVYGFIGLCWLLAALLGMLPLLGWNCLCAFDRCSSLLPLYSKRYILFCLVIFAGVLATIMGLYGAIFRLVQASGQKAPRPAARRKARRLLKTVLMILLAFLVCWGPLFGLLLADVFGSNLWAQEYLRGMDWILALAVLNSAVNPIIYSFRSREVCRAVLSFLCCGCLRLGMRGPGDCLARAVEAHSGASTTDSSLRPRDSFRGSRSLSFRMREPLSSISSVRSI
Ba/F3 V617F tox – reduce viability of Ba/F3 cells dependent on JAK2V617F | 1.1% of 220,000 active | Ba/F3 EpoR-JAK2V617F viability, ATP luminescence | inhibition, % at 5.6 µM;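 active = inhibition above the campaign mean plus 3 SD over all tested compounds, cut at about 24% in these data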;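 note: cytokine-independent growth of Ba/F3 cells driven by EpoR plus mutant JAK2; 0% = DMSO-treated cells and 100% = JAK inhibitor I control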
zfTRPN1 agonist – activates the zebrafish TRPN1 channel; HEK293 zebrafish TRPN1-YFP, Fluo-8 calcium fluorescence; 100% = response to 87 µM carbachol; activation, % at 3 µM; 0.18% of 220,000 active; AID 1424;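 active = activation above its plate's cutoff, the mean activation of test wells on that plate plus 3 SD, cut at about 19% in these data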;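 note: 0% = DMSO alone and 100% = 87 µM carbachol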
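Assay system: Zebrafish TRPN1-YFP in HEK293 cells | Incubation: Dye loading 1 h at 37 °C, then 30 min room temperature | Measured by: Kinetic Fluo-8 fluorescence, ex 470-495, em 515-575 nm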
EP2 modulator – EP2 receptor (human) modulation | AID 940 | 0.83% of 260,000 active | P43116 | EP2-expressing cells, cAMP HTRF FRET, PGE2 co-stimulation | induction, % at 25 µM;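 active = compounds whose cAMP rise, as percent of the full-agonist control response, exceeds 60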;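 note: rat C6 glioma line stably carrying human EP2 under a CMV promoter; the protocol text gives 20 µM as final concentration; 100% = response of wells given 1 µM PGE2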
Target sequence (P43116 whole entry, looked up): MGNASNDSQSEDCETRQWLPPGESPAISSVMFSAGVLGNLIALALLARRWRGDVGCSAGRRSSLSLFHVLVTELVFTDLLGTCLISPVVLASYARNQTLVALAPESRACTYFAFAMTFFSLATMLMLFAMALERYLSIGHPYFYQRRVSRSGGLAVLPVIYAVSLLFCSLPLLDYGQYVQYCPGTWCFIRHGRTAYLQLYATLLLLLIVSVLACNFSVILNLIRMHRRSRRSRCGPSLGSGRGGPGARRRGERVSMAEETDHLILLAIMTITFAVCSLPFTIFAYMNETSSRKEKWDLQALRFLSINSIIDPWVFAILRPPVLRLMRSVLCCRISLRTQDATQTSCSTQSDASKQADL
m-calpain inh – inhibitors of pig calpain II. purified calpain II, fluorogenic peptide substrate, 30 min. inhibition, % at 16 µM. 0.37% of 220,000 active;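 active = inhibition above about 50%, limit read from the data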
BaF3 tox – counter-screen for JAK2V617F inhibitors: parental Ba/F3 viability inhibitors. CellTiter-Glo ATP luminescence. inhibition, % at 5.6 µM. 1.1% of 220,000 active. AID 1486;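 active = inhibition above a per-campaign cutoff, the mean inhibition of all tested compounds plus 3 SD, cut at about 27% in these data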;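 note: 0% = DMSO wells and 100% = JAK Inhibitor I control wells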
S1P4 agonist – human S1P4 receptor agonism; O95977; S1P4-expressing cell line, agonist reporter assay; activation, % at 4.98 µM; 0.35% of 220,000 active; AID 1509; in the data active = activation above about 11%;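 note: 0% = DMSO vehicle and 100% = reference agonist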
An asterisk follows results filed as active; nt = no result given.

item	canonical_smiles	PERK inh	TRPML3 ag	S1P4 antagonist	Ba/F3 V617F tox	zfTRPN1 agonist	EP2 modulator	m-calpain inh	BaF3 tox	S1P4 agonist
1	NC1=NC(=Nc2cccc(S(N)(=O)=O)c2)c2ccccc21	4.0*	1.0	0	-3	2.0	0	-19	-4	0.5
2	COc1ccc(OC)c2sc(NC(=O)c3ccc(S(=O)(=O)N(C)C)cc3)nc12	0.3	0.4	-40	-4	0.9	-9	-25	4	-1.2
3	O=C(CSc1nnc(Cc2cccs2)n1-c1ccc(Cl)cc1)NCc1ccc2c(c1)OCO2	-0.4	-0.4	-3	0	-1.2	36	-40	1	0.2
4	COC(=O)c1cccc(S(=O)(=O)N2CCOCC2)c1	0.5	1.5	4	4	1.0	12	-140	5	-1.3
5	Cc1ccc(C2C(C#N)C(C#N)N3CCCN23)cc1 (configuration not stated)	-1.4	-0.3	-19	-2	0.0	22	-22	3	-0.1
6	COc1ccc(CC(=O)NCC(=O)N/N=C/c2ccc(C)o2)cc1	0.2	0.9	-12	-1	-0.6	21	3	5	-1.3
7	Nc1ncnc(Nc2cccc(Cl)c2Cl)n1	1.0	0.8	1	-2	-0.8	-32	-18	4	0.2
8	O=C(O)c1ccc2c(c1)N(Cc1ccccc1)C(=O)c1ccccc1S2	1.1	3.9	7	-2	0.5	22	8	2	1.4
9	O=C(N1CCOCC1)N1CCN(CC(O)COc2ccc3ccccc3c2)CC1 (configuration not stated)	-0.4	1.2	2	-1	1.0	-7	4	3	-0.1
10	CN1CCN(c2ccc(NC(=O)COc3ccccc3Cl)cc2)CC1	-0.4	1.2	-25	0	2.4	3	17	1	1.3
11	C=CCN1C(=O)C(CC(=O)Nc2ccccc2)SC1=Nc1ccc(S(N)(=O)=O)cc1 (configuration not stated)	-0.3	1.5	5	-3	2.0	-21	-15	-1	-1.0
12	O=C(COC(=O)c1cnc(Cl)c(Cl)c1)NCCC1=CCCCC1	1.6	-1.2	-9	-2	-0.5	9	6	2	0.7
13	COc1ccccc1N1CCN(C(=O)c2cc(C)oc2C)CC1	1.0	0.9	-5	6	1.5	-39	4	8	-1.5
14	CC(C)S(=O)(=O)c1ccc(C(=O)Nc2ccc(F)cc2F)cn1	0.0	0.8	7	2	3.3	-4	7	6	-1.1
15	CCOc1cc(C#N)c(NC(=O)CSc2nnnn2-c2ccc(OC)cc2)cc1OCC	-0.8	-0.1	-13	-2	0.6	9	-57	1	6.3
16	CCN(CC)c1cccc(OC2=NS(=O)(=O)c3ccccc32)c1	-0.3	0.8	2	-5	-0.5	-6	-11	-1	1.0
17	CC1=CC(C)(C)NC(=S)N1c1cccc2cc(S(=O)(=O)O)ccc12	0.0	0.2	1	0	-1.4	-22	-1	0	3.8
18	CCCNC(=S)N1CC2(C)CN(C(=O)C(=O)OC)CC(C)(C1)C2=O	0.2	0.0	-5	-4	-1.6	17	-240	-3	-0.5
19	COc1ccc(N(C(C)C(=O)N/N=C/c2ccc(OC(C)C)cc2)S(C)(=O)=O)cc1 (configuration not stated)	-0.5	-0.2	-2	4	-0.4	5	-20	8	-3.3
20	Cc1ccc(C)c(N2CCN(C(=O)c3ccccc3Br)CC2)c1	0.3	-0.2	-10	-3	-1.5	-62	-2	2	-0.5

Quoted at random: two entries already listed
item	canonical_smiles	PERK inh	TRPML3 ag	S1P4 antagonist	Ba/F3 V617F tox	zfTRPN1 agonist	EP2 modulator	m-calpain inh	BaF3 tox	S1P4 agonist
13	COc1ccccc1N1CCN(C(=O)c2cc(C)oc2C)CC1	1.0	0.9	-5	6	1.5	-39	4	8	-1.5
19	COc1ccc(N(C(C)C(=O)N/N=C/c2ccc(OC(C)C)cc2)S(C)(=O)=O)cc1 (configuration not stated)	-0.5	-0.2	-2	4	-0.4	5	-20	8	-3.3

Next structures:
item	canonical_smiles	PERK inh	TRPML3 ag	S1P4 antagonist	Ba/F3 V617F tox	zfTRPN1 agonist	EP2 modulator	m-calpain inh	BaF3 tox	S1P4 agonist
21	CCN1CCN(C(=O)/C=C/c2c(F)cccc2Cl)CC1	-1.0	0.5	-7	7	1.3	8	25	13	-1.3
22	CN(C)c1nc(N(C)C)n(Cc2c(Cl)cccc2Cl)n1	-0.9	-0.3	-13	3	-1.2	-9	5	1	2.0
23	Nc1ccc(C(=O)N2CCCC2)cc1CS(=O)(=O)c1ccc(Cl)cc1	0.7	-0.2	-13	0	0.2	-7	-36	9	1.5
24	CCOC(=O)C(NCc1ccc(F)cc1)(NC(=O)c1ccccc1)C(F)(F)F (configuration not stated)	0.4	0.6	-13	-1	1.0	-57	23	1	1.0
25	O=C(NCc1cccs1)c1ccc(S(=O)(=O)N2CCOCC2)cc1	1.3	1.5	-6	-1	0.6	-11	-8	2	-1.1
26	COc1ccc(-c2nn(C)c(=O)c3ccccc23)cc1NC(=O)COc1ccccc1	-0.7	0.0	4	-2	0.1	43	-6	0	-0.1
27	CCOC(=O)N1CCN(C(=O)CCCn2nc(C)c3sc4ccccc4c3c2=O)CC1	-0.8	-0.3	-21	4	0.0	-4	5	8	1.9
28	CC1(c2ccncc2)Nc2ccccc2-c2nc3ccccc3n21 (configuration not stated)	-0.7	-0.3	-6	-1	0.5	-21	-58	5	0.7
29	O=C(c1cc2cccc([N+](=O)[O-])c2oc1=O)N1CCOCC1	0.9	1.2	-14	-6	1.2	20	-6	-2	1.2
30	Cc1nc(C)c(N)c(=O)[nH]1	-0.3	1.4	-14	-2	0.5	23	-4	-1	-1.4
31	Cc1cc(C)nc(NS(=O)(=O)c2ccc(NC(=O)CCCN3C(=O)c4ccccc4C3=O)cc2)n1	2.2	0.0	-11	-4	0.3	0	24	4	-0.2
32	CCN(CC)c1ccc(/C=N/NC(=S)NCc2ccc(OC)cc2)cc1	0.4	-0.5	-1	-3	-1.6	-14	6	1	6.5
33	Cc1nc2ncnn2c(C)c1CCC(=O)N1CCc2ccccc21	-0.4	1.8	-3	2	2.0	19	-12	8	-1.7
34	Cc1nn2cc(-c3cccc(Cl)c3)cnc2c1Br	0.8	0.6	3	1	1.4	-5	-5	2	-0.6
35	COc1ccccc1/C=C1\NC(=S)N(CC2CCCO2)C1=O (configuration not stated)	-1.9	0.0	-8	2	-0.5	-4	6	6	0.9
36	C#CCn1c(=NC(=O)c2ccccc2[N+](=O)[O-])sc2cc(S(C)(=O)=O)ccc21	0.0	0.6	-24	-2	1.2	17	7	7	1.6
37	O=C(COc1ccccc1O)c1cccs1	0.1	0.8	-4	-4	-0.8	8	-15	-1	-1.0
38	CC(C)(C)C1CCc2c(C(=O)N/N=C/c3cccs3)csc2C1 (configuration not stated)	2.0	-0.3	1	-3	-0.3	5	-27	4	2.3
39	NC(=O)C1CCN(CC(=O)NCc2ccccc2)CC1	0.3	0.6	0	-3	0.7	29	-22	2	-1.2
40	Cc1ccc(NC(=O)COC(=O)CCC(=O)c2cccs2)cc1C	-0.4	0.2	-23	4	1.3	7	29	5	-0.1
41	COc1ccc(S(=O)(=O)N2CCC3(CC2)OCCO3)cc1	1.6	1.3	-12	-1	1.9	3	2	3	1.2
42	Cc1ccc(N2C=Nc3ccc(C)c4nc(C)cc2c34)cc1	-0.8	-1.2	0	0	-0.6	-13	-417	2	-0.6
43	O=C(Nc1ccccc1)c1cc(Cl)nc2ccccc12	0.7	0.1	-4	-2	-1.6	-9	-3	1	0.5
44	Cc1ccc2cc(C(c3nnnn3CC3CCCO3)N3CCCC4(CCCCC4)C3)c(=O)[nH]c2c1 (configuration not stated)	0.1	0.0	-19	2	0.1	nt	nt	7	-1.4
45	COc1ccc(C(=O)N2CCN(C(C)=O)CC2)cc1S(=O)(=O)N1CCOCC1	0.8	0.7	1	-8	-0.2	13	-1	-3	-1.5
46	CCOC(=O)C1=C(c2ccccc2)N=C2SCC(=O)N2C1c1ccc(OCC)c(OCC)c1 (configuration not stated)	-0.7	-0.2	-7	-1	-0.6	18	-28	9	1.4
47	CCC(CC)C(=O)NCCc1ccc(S(N)(=O)=O)cc1	0.0	0.6	-7	4	1.6	12	1	7	2.6
48	Cc1cnc(C(=O)Nc2nnc(C(C)C)s2)cn1	0.0	-1.0	3	4	-0.1	9	-50	4	1.1

Another view of part of the listing above:
33. Cc1nc2ncnn2c(C)c1CCC(=O)N1CCc2ccccc21
34. Cc1nn2cc(-c3cccc(Cl)c3)cnc2c1Br
35. COc1ccccc1/C=C1\NC(=S)N(CC2CCCO2)C1=O (configuration not stated)
36. C#CCn1c(=NC(=O)c2ccccc2[N+](=O)[O-])sc2cc(S(C)(=O)=O)ccc21
37. O=C(COc1ccccc1O)c1cccs1
38. CC(C)(C)C1CCc2c(C(=O)N/N=C/c3cccs3)csc2C1 (configuration not stated)
39. NC(=O)C1CCN(CC(=O)NCc2ccccc2)CC1
40. Cc1ccc(NC(=O)COC(=O)CCC(=O)c2cccs2)cc1C
41. COc1ccc(S(=O)(=O)N2CCC3(CC2)OCCO3)cc1
42. Cc1ccc(N2C=Nc3ccc(C)c4nc(C)cc2c34)cc1

Assay by compound	33	34	35	36	37	38	39	40	41	42
PERK inh	-0.4	0.8	-1.9	0.0	0.1	2.0	0.3	-0.4	1.6	-0.8
TRPML3 ag	1.8	0.6	0.0	0.6	0.8	-0.3	0.6	0.2	1.3	-1.2
S1P4 antagonist	-3	3	-8	-24	-4	1	0	-23	-12	0
Ba/F3 V617F tox	2	1	2	-2	-4	-3	-3	4	-1	0
zfTRPN1 agonist	2.0	1.4	-0.5	1.2	-0.8	-0.3	0.7	1.3	1.9	-0.6
EP2 modulator	19	-5	-4	17	8	5	29	7	3	-13
m-calpain inh	-12	-5	6	7	-15	-27	-22	29	2	-417
BaF3 tox	8	2	6	7	-1	4	2	5	3	2
S1P4 agonist	-1.7	-0.6	0.9	1.6	-1.0	2.3	-1.2	-0.1	1.2	-0.6

43. O=C(Nc1ccccc1)c1cc(Cl)nc2ccccc12
44. Cc1ccc2cc(C(c3nnnn3CC3CCCO3)N3CCCC4(CCCCC4)C3)c(=O)[nH]c2c1 (configuration not stated)
45. COc1ccc(C(=O)N2CCN(C(C)=O)CC2)cc1S(=O)(=O)N1CCOCC1
46. CCOC(=O)C1=C(c2ccccc2)N=C2SCC(=O)N2C1c1ccc(OCC)c(OCC)c1 (configuration not stated)
47. CCC(CC)C(=O)NCCc1ccc(S(N)(=O)=O)cc1
48. Cc1cnc(C(=O)Nc2nnc(C(C)C)s2)cn1

Assay by compound	43	44	45	46	47	48
PERK inh	0.7	0.1	0.8	-0.7	0.0	0.0
TRPML3 ag	0.1	0.0	0.7	-0.2	0.6	-1.0
S1P4 antagonist	-4	-19	1	-7	-7	3
Ba/F3 V617F tox	-2	2	-8	-1	4	4
zfTRPN1 agonist	-1.6	0.1	-0.2	-0.6	1.6	-0.1
EP2 modulator	-9	nt	13	18	12	9
m-calpain inh	-3	nt	-1	-28	1	-50
BaF3 tox	1	7	-3	9	7	4
S1P4 agonist	0.5	-1.4	-1.5	1.4	2.6	1.1

Screening results (PubChem BioAssay)
